High-throughput results: PubChem, National Center for Advancing Translational Sciences (NCATS)
LmPK inhibitor – qHTS Assay for Inhibitors of Leishmania Mexicana Pyruvate Kinase (LmPK); Q27686; purified LmPK, Kinase-Glo ATP luminescence, 1 h; Potency, µM (top dose mostly 57.5 µM), without a hit: top-dose activity change, negative = inhibition, usual class: inhibitors; 290,000 tested, 0.37% active; AID 1721, 2009; further: potency means the concentration at half of the fitted maximal effect; on the % scale 0 is the no-effect control and ±100 the full control effect
Target sequence (Q27686 whole entry, looked up): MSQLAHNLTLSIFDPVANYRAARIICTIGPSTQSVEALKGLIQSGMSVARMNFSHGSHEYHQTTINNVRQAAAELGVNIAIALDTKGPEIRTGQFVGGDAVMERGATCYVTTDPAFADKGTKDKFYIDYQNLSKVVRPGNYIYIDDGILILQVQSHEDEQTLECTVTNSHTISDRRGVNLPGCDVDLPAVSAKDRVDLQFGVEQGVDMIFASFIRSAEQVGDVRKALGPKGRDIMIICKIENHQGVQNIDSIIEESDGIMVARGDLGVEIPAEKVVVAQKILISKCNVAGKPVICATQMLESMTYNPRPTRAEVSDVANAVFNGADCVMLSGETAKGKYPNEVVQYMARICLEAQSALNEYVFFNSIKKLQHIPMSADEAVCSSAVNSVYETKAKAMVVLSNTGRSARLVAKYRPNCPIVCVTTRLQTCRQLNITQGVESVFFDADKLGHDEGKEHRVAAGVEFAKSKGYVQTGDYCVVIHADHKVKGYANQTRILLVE
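qHTS format; LmPK 0.1 nM; substrates PEP 0.5 mM and ADP 0.1 mM. One-hour room-temperature incubation, then coupled luciferase luminescence; 0.5 nM enzyme wells mark activation.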
Shiga inhibitor – A qHTS for Small Molecule Inhibitors of Shiga Toxin; Vero cells, Shiga toxin protein synthesis inhibition reporter; inhibition, % at 38.7 µM; 290,000 tested, 9.2% active; in the data active means inhibition mostly above about 28%, no sharp cut-off; inactive means mostly below about 43%; further: 0% is about no effect
Tb PYK inh – qHTS of Trypanosoma Brucei Inhibitors | pyruvate kinase (Trypanosoma brucei), Q57TT1 | TbPYK enzyme, Kinase-Glo Plus ATP luminescence, 45 min | Potency, µM (doses to about 76.8 µM), inactives show at the highest dose activity, negative = inhibition, usual class: inhibitors | 410,000 tested, 0.12% active | AID 624173, 2012; further: potency means the concentration at half of the fitted maximal effect; on the % scale 0 is the no-effect control and ±100 the full control effect; nearly all actives have a fitted effect of over 50% in size
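Enzyme and substrate buffer are dispensed first and compound is pin-transferred. ADP at 130 uM final then starts the reaction, which runs 45 min at room temperature. Detection reagent is added for 10 min before luminescence is imaged.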
Pf growth 48h – Primary qHTS for delayed death inhibitors of the malarial parasite plastid, 48 hour incubation; P. falciparum luciferase growth in erythrocytes, 48 h; Potency, µM (titrated, usually from 28.7 µM), inactives show at the top dose activity change, negative = inhibition, usual class: inhibitors; 310,000 tested, 5.9% active; AID 504832, 2011; further: potency means the concentration at half of the fitted maximal effect; on the % scale 0 is the no-effect control and ±100 the full control effect
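A one-generation exposure of luciferase-tagged malaria parasites in RPMI 1640/Albumax erythrocyte culture, 37 C and 5% CO2. Inhibition is inferred from decreased luminescence after adding detection reagent.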
Cycloheximide cs – Cycloheximide Counterscreen for Small Molecule Inhibitors of Shiga Toxin. cell reporter, cycloheximide protein synthesis inhibition counterscreen. max response, %. 300,000 tested, 12% active. AID 2314, 2010; in the data active means max response mostly above about 13%, no sharp cut-off; inactive means mostly below about 14%; further: read at 38.3 µM for the half of the compounds with a filed dose; 0% is about no effect
HCV inhibitor – qHTS Assay for Inhibitors of Hepatitis C Virus (HCV); Huh7.5.1 HCVcc-Cre infection, luciferase reporter, 44 h; Potency, µM (doses to about 41.8 µM), without a hit: at the top dose activity change, negative = inhibition, hits mostly inhibitors; 340,000 tested, 3.4% active; AID 651820, 2012; further: potency means the concentration at half of the fitted maximal effect; on the % scale 0 is the no-effect control and ±100 the full control effect
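1,000 cells/well; 4 h culture; + compound; + HCVcc-Cre (~0.5 moi); 44 h; luciferase substrate, RT 15 min; read 15 sec.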
Pf growth 96h – Primary qHTS for delayed death inhibitors of the malarial parasite plastid, 96 hour incubation | P. falciparum luciferase reporter growth, 96 h | Potency, µM (highest dose often 28.7 µM), inactives show at the highest dose activity change, negative = inhibition, actives largely listed as inhibitors | 320,000 tested, 6.9% active | AID 504834, 2011; further: potency means the concentration at half of the fitted maximal effect; on the % scale 0 is the no-effect control and ±100 the full control effect
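Cell-based qHTS: luciferase-tagged P. falciparum in erythrocytes (2% hematocrit, 0.05% parasitemia final) incubated with compounds for 96 hours, 37 C, 5% CO2; luciferase detection reagent then added and luminescence measured.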
* marks the source's active call; other numbers are inactive results; ? = inconclusive; · = not tested or not shown; & = joins results of further samples; [ ] = dose if it differs, or a comment. Unless noted, the call rests on the fitted dose curve; in most records, active means well fitted curve in the direction sought with a large enough effect; inconclusive means small, poorly fitted or top-dose-only effect, or another doubt; inactive means no such curve, though single readings can be large; an effect the other way counts as inactive or inconclusive.

SMILES	LmPK inhibitor	Shiga inhibitor	Tb PYK inh	Pf growth 48h	Cycloheximide cs	HCV inhibitor	Pf growth 96h
COc1ccc(/C=N/NC(=O)c2ccncc2)cc1[N+](=O)[O-]	4%	-8	1%	29%	2	22%	4.1µM*
COc1ccc(NC(=O)CSC2=NC(=O)CC(C)=N2)cc1	-3%	-9	-19%	19%	-3	3%	12µM*
Cc1ccc(CN(CC(=O)NCc2ccccn2)S(=O)(=O)c2ccccc2)cc1	5%	-2	4%	-18%	-2	·	-14%
CCN(CC)CCOC(=O)/C=C/c1ccccc1	-1%	7	-14%	57%[activator]	6	7%	81%[activator]
Cc1nnc(SCC(=O)NNC(=O)COc2ccc(Br)cc2)n1C	·	·	0%	24%	·	19%	32%
CC(=O)Nc1cccc(-c2nc3ccccc3s2)c1	-9%	98*	-3%	118%[activator]	36*	-30%	?
O=Cc1cccn1-c1ccc(O)cc1	-7%	-9	2%	11%	-4	-20%	-22%
COc1ccc(C(=O)NCCCSc2ccccc2)cc1F	-2%	35	0%	-18%	18	-16%	?
CSc1n[nH]c(=O)n1-c1cccc(Cl)c1	-2%	-10	0%	-9%	1	-7%	-5%
Cc1cccc(NC(=O)CCSc2nnc(Cc3ccccc3)o2)c1	3%	11	-3%	13%	1	13%	?
C/C(CC(=O)Nc1ccc(OCc2ccccc2)cc1)=N\NC(=O)C(=O)Nc1cccc(C)c1	-2%	-2	-13%	1%	28*	?	?
Cc1cccc(C(=O)NC2CC3CCCC(C2)N3C(=O)NC2CCCCC2)c1 (stereo unspecified)	-2%	-9	-2%	?	-5	0%	-14%
O=C(/C=C/c1ccc(F)cc1)N1CCCN(C(=O)/C=C/c2ccc(F)cc2)CC1	9%	1	5%	-6%	5	-1%	-21%
Cc1ccc(NC(=O)CCN2C(=O)OC(C)(C)C2(C)O)cc1 (stereo unspecified)	4%	-14	0%	-5%	2	3%	?
Cc1cc2cc(C#N)c(SCC(=O)Nc3nonc3C)nc2cc1C	-2%	16	-2%	16%	14	?	14%
CCN(CC)C(=O)COC(=O)c1ccc(C)c(NC(=O)c2ccco2)c1	-6%	21	-4%	43%[activator]	6	1%	50%[activator]
COc1ccc(S(=O)(=O)N(C)C)cc1NC(=O)CN1C(=O)NC2(CCCC2)C1=O	0%	3	-2%	7%	-3	1%	4%
OCCC1CN(Cc2cccn2-c2nccs2)CCN1C1CCCCC1 (stereo unspecified)	6%	-7	-1%	-11%	-2	9%	-25%
CCOC(=O)C1=C(C)N=c2s/c(=C\c3cccc(OCC(=O)O)c3)c(=O)n2C1c1ccccc1 (stereo unspecified)	0%	-2	-3%	12µM*	-1	-14%	0.93µM*
COC(=O)[C@H](C)NC(=O)Nc1cc(Cl)ccc1C	5%	-14	-5%	66%[activator]	5	14%	·
O=c1c(Cc2ccc(F)cc2)c(O)ccn1Cc1ccc(Cl)cc1Cl	3%	-7	-11%	?	6	-2%	?
Cc1ccc2c(NC(=O)C3CC3)cccc2n1	0%	15	0%	-1%	-2	21%	33%[activator]
COc1ccc(NC(=O)/C=C/c2ccc(OC)c(OC)c2)cn1	3%	9	-1%	?	7	-21%	4%
Cc1ccc(S(=O)(=O)Nc2ccccc2CNc2ccccn2)cc1	1%	37*	3%	13µM*	22*	-3%	6.6µM*
CCCCN(CC)CCCNC(=O)c1cn(C)c(=O)c2c1c1ccccc1n2C	2%	-13	-1%&3%	?	-7	8%	-19%

Three entries from above, as labelled records.
Cc1cccc(C(=O)NC2CC3CCCC(C2)N3C(=O)NC2CCCCC2)c1 (stereo unspecified)
- LmPK inhibitor: -2%
- Shiga inhibitor: -9
- Tb PYK inh: -2%
- Pf growth 48h: ?
- Cycloheximide cs: -5
- HCV inhibitor: 0%
- Pf growth 96h: -14%

C/C(CC(=O)Nc1ccc(OCc2ccccc2)cc1)=N\NC(=O)C(=O)Nc1cccc(C)c1
- LmPK inhibitor: -2%
- Shiga inhibitor: -2
- Tb PYK inh: -13%
- Pf growth 48h: 1%
- Cycloheximide cs: 28*
- HCV inhibitor: ?
- Pf growth 96h: ?

Cc1ccc2c(NC(=O)C3CC3)cccc2n1
- LmPK inhibitor: 0%
- Shiga inhibitor: 15
- Tb PYK inh: 0%
- Pf growth 48h: -1%
- Cycloheximide cs: -2
- HCV inhibitor: 21%
- Pf growth 96h: 33%[activator]

Remaining list, next part
SMILES	LmPK inhibitor	Shiga inhibitor	Tb PYK inh	Pf growth 48h	Cycloheximide cs	HCV inhibitor	Pf growth 96h
Cc1scc(C(=O)Nc2ccon2)c1-c1ccccc1	-4%	-14	10%	4%	-1	-28%	6%
COC(=O)c1ccc(Cl)c(S(=O)(=O)N2CCCC2)c1	-4%	-3	-1%	-1%	-3	13%	36%[activator]
COc1ccc(NC(=O)c2ccc(Cl)c(S(=O)(=O)N3CC(C)OC(C)C3)c2)cn1 (stereo unspecified)	·	·	2%	8.3µM*	·	3.2µM*	10µM*
CCN(CC)S(=O)(=O)c1ccc(N2CCOCC2)c(NC(=O)c2ccc(=O)n(C)n2)c1	·	·	3%	?	·	3%	?
CN(C)/C=C/C(=O)C(F)(F)F	3%	-2	-2%	45%[activator]	5	20%	56%
Cc1cc(C)n2nc(SCCOc3ccc(F)cc3)nc2n1	0%	-4	-1%	14%	14	16%	4%
Cc1occc(=O)c1OCc1c(F)cccc1Cl	-1%	27	-3%	226%[activator]	20	5%	22%
CCn1c(=N)n(CC(=O)c2ccc(Cl)c(Cl)c2)c2ccccc21	-9%	74*	-7%	?	40*	?	29%
CC1CS(=O)(=O)CCN1N=Cc1ccc([N+](=O)[O-])o1 (stereo unspecified)	·	·	1%	?	·	7%	?
CC1=C(C)C(c2ccccc2)NC(=S)N1 (stereo unspecified)	-3%	2	-16%	-24%	2	-4%	10%
COc1cccc(NC(=O)COC(=O)c2ccc(F)cc2F)c1	-1%	13	1%	20%	4	-6%	20%
CCOC(=O)COc1cc(OCC(=O)OCC)c2c3c(c(=O)oc2c1)CCCC3	-4%	-4	-2%	-30%	-2	-9%	?
CCC(C)(C)NC(=O)C(c1ccc(F)cc1)N(Cc1ccco1)C(=O)c1snc(C(N)=O)c1N (stereo unspecified)	3%	2	-12%	-21%	-3	-5%	·
C/C(=N\NC(=O)C(=O)Nc1cccc(Cl)c1C)c1ccncc1	2%	-10	1%	-5%	-3	2%	-4%
COc1ccc(Cl)cc1C(=O)Nc1cccc2ncccc12	3%	·	1%	?	-3	?	0.23µM*
COc1ccc(S(=O)(=O)N2CCOCC2)c(Cl)c1Cl	-11%	-9	11%	-1%	16	-27%	3%
COC(=O)CNC(=O)Cn1cnc2sc(C)c(S(=O)(=O)N3CCC(C)CC3)c2c1=O	-1%	11	1%	7%	-3	5%&-5%	14%
O=C1NCCCC1C(=O)N/N=C/c1ccc([N+](=O)[O-])cc1 (stereo unspecified)	5%	13	3%	11%	-3	1%	20%
Cc1cc(=O)oc(C)c1C(=O)N1CCN(c2ccc(F)cc2)CC1	-1%	-22	2%	2%	-3	8%	·
COc1ccc(C2Nc3ccccc3C(=O)N2NC(C)=O)c(OC)c1 (stereo unspecified)	3%	0	-8%	25%	2	17%	153%[activator]
O=C(O)c1c(Cl)c(Cl)c(Cl)c(Cl)c1-c1c2cc(I)c(=O)c(I)c-2oc2c(I)c(O)c(I)cc12	·	-9&-8	?	-7%	-7&-3	·	-26%
C=CCOc1nc2sc(C)c(C)c2c(=O)n1-c1ccccc1	5%	-1	1%	-2%	-3	9%	8.3µM*
O=C(CN1CCN(Cc2ccccc2)CC1)Nc1ccc(Cl)cn1	0%	10	8%	17%	1	?	·
CCOc1cc(-c2conc2N)cc(OCC)c1OCC	3%	18	-13%	?	-3	?	2%
COc1cc(C(=O)Nc2sc3c(c2C#N)CCN(C(C)=O)C3)cc(OC)c1OC	0%	1	-16%	?	-6	?	?

(cont.)
SMILES	LmPK inhibitor	Shiga inhibitor	Tb PYK inh	Pf growth 48h	Cycloheximide cs	HCV inhibitor	Pf growth 96h
Cc1[nH]c(=S)c(C#N)c(C)c1Cc1ccccc1	18%	-9	?	11%	-1	2%	-1%
Cc1cccc(C(=O)OCC(=O)Nc2ccc3c(c2)OCCO3)c1	·	·	1%	45%[activator]	·	3%	36%[activator]
COC(=O)c1cccc(Nc2nc(-c3cccnc3)nc3ccccc23)c1	0%	13	-3%	?	-2	7.1µM*	?
Cc1c(C)c2ccc(OC(C)C(=O)NCCCN3CCOCC3)c(C)c2oc1=O (stereo unspecified)	-2%	2	-2%	7%	-2	-5%	33%[activator]
Cc1nc(NCCc2ccccc2)sc1C(=O)O	-2%	41*	-2%	137%[activator]	21	3%	111%[activator]
CC(=O)Nc1nc(CC(C)C)cc2c1c(=O)oc1ccccc12	-10%	1	2%	8%	-4	1%&16%	·
Cc1nnc(NC(=O)CSc2nnc3scc(-c4ccc(C)c(C)c4)n23)s1	6%	-17	-4%	24%	2	30%	?
O=C(N[C@H](C(=O)O)c1ccccc1)C1CCC(Cn2nnc3ccccc3c2=O)CC1 (stereo partly specified)	4%	-5	·	9%	-3	·	-5%
CCc1nn(CC(=O)NC(C)CCc2ccccc2)c(=O)c2cc3occc3n12 (stereo unspecified)	-9%	-7	-23%	16%	-9	?	-5%
Cc1oc(-c2ccccc2Cl)[n+]([O-])c1C	0%	-11	-1%	·	-1	9%	6%
O=C(CCN1C(=O)/C(=C/c2ccccc2F)SC1=S)Nc1cccnc1	4%	31	-15%	77%[activator]	-2	12%	?
CN1CCN(C(=O)CN(C)S(=O)(=O)c2ccc3ccccc3c2)CC1	6%	-7	5%	?	-4	-6%	44%[activator]
Cc1ccc(CN2CC(C(=O)O)CC2=O)cc1 (stereo unspecified)	3%	-15	·	·	-2	8%	-24%
O=c1nc2s/c(=C\c3ccc(-c4ccccc4[N+](=O)[O-])o3)c(=O)n2nc1-c1ccccc1	-1%	5	-2%	1%	10	35%[activator]	22%
N#CC(c1ccccc1)N(CCCCl)C(=O)c1ccccc1 (stereo unspecified)	5%	5	2%	-18%	-2	3%	?
CC(NC(=O)Nn1cnnc1)(C(F)(F)F)C(F)(F)F	0%	-22	-8%	17%	-6	-8%	·
CC(=NCc1ccc2c(c1)OCO2)c1c(O)[nH]c(=O)[nH]c1=O	2%	-1	1%	13%	-2	8%	62%[activator]
CCOc1ccc(NC(=O)CC2CC(C)(C)OC2=O)cc1 (stereo unspecified)	-4%	-5	2%	13%	7	8%	·
COc1ccc2ccccc2c1/C=N/Nc1cccc(C(=O)O)c1	-6%	134*	-5%	65%[activator]	72*	2%	7%
C=CCNC(=S)N/N=C(\C)c1ccc(OC)cc1	2%	-1	-2%	?	7	?	-76%
O=C(c1ccccc1)N1CCN(c2ncnc3c2cnn3-c2ccccc2)CC1	2%	17	-1%	?	14	10µM*	-26%
CCCOC(=O)CSC1=C(C#N)C(c2ccccc2OC)C(C#N)C(=O)N1 (stereo unspecified)	-1%	22	1%	-11%	-5	13%	-4%
CC(C)=NN/C(N)=N/C(=S)Nc1ccc(C)cc1	-8%	20	1%	25%	-2	-2%	29%
